PglD inh – inhibitors of Campylobacter jejuni PglD acetyltransferase. purified PglD enzyme, DTNB colorimetric CoA detection. inhibition, % at 12.5 µM. 360,000 compounds, 0.098% hits; in the data active = inhibition above about 16%, passing the limit was not always enough; also: strong numbers were not always called active
ERAP1 HTS inh – inhibitors of human ERAP1 aminopeptidase; Q9NZ08; 340,000 compounds, 0.15% hits; inhibition, % at 10.7 µM; recombinant ERAP1, Leu-AMC fluorescence, 60 min;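 active = mean replicate inhibition of at least 30%, or all replicates individually reaching that 30% level; inactive = mean below 30% and not every replicate reaching it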;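 also: 0% = neutral control wells and 100% = L-leucinethiol positive control wells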
E-selectin induc – E-selectin induction on HUVECs; P16581; HUVEC E-selectin immunofluorescence imaging; normalized: neutral wells 0, TNF-alpha wells 100; activation, % at 7.58 µM; 260,000 compounds, 0.37% hits; AID 686992;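 active = mean E-selectin-positive cell signal at least 10% of the positive control, reached in at least 60% of replicates, without over 20% cell loss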;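 also: in these data hits start at about 27%; measured in HUVEC primary endothelial cells; signal is the percent of cells scored E-selectin positive by PE staining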
Target sequence (P16581 whole entry, looked up): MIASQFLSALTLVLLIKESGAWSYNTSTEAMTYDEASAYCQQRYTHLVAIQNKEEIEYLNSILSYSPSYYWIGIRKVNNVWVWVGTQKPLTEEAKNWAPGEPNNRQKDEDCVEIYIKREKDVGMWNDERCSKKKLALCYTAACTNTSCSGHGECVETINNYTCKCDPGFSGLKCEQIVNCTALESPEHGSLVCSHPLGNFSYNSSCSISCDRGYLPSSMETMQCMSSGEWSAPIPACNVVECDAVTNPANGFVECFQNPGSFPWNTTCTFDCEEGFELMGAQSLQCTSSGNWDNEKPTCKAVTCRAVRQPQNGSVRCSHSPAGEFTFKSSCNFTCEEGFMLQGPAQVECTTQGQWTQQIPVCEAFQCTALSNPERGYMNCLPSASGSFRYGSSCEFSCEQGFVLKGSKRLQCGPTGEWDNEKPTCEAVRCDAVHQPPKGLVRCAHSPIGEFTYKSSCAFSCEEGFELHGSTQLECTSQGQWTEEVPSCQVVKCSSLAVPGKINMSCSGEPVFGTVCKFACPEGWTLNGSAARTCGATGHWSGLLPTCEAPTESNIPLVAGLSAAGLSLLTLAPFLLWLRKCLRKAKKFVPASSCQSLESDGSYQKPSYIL
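Test system: HUVEC | Signal: Immunofluorescence imaging | Read-out: Percent E-selectin-positive cells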
RAD52 anneal inh – inhibitors of human RAD52 DNA annealing. P43351. recombinant RAD52 DNA annealing, FRET fluorescence. inhibition, % at 18.7 µM. 360,000 compounds, 0.46% hits. AID 651710;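 active = every replicate showing at least 50% inhibition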
Target sequence (P43351 whole entry, looked up): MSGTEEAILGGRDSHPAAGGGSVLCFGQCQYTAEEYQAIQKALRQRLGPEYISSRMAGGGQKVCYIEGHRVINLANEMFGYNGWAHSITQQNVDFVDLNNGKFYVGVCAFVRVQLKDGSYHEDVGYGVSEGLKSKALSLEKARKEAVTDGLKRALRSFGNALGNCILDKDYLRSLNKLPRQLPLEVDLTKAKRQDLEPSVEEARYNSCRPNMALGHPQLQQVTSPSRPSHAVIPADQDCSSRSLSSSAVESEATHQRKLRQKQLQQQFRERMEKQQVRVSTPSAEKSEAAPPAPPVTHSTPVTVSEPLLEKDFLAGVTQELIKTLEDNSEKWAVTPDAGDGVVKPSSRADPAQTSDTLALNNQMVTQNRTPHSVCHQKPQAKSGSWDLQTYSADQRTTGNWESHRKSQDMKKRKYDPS
miR-122 sensor – miR-122 inhibition in Huh7 cells; 340,000 compounds, 0.3% hits; AID 602342; Huh7 miR-122 Renilla luciferase sensor, 48 h; neutral wells = 0, positive control = 100; activation (reporter increase), % at 12.5 µM;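 active = mean replicate activation score at least 90 and every replicate individually at or above 90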;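 also: higher luciferase means less miR-122 activity so hits act as miR-122 inhibitors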
Cneo AK release – causes C. neoformans cell lysis. adenylate kinase release luminescence, 4 h; normalised: neutral wells 0, clomiphene wells 100. lysis activity, % at 15 µM. 360,000 compounds, 0.2% hits. AID 651654;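 active = mean lysis activity across replicates of at least 80%, whatever share of replicates individually reach that level; inactive = mean lysis activity below 80%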
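read-out = cell lysis signal | test system = log-phase Cryptococcus neoformans yeast cells | input = cells at 5 × 10^6 per mL | medium = fresh YPD growth medium | signal = luminescent adenylate kinase detection reagent | timing = 4 h at 37 °C static, read 1 h later | dosing = single dose | controls = Clomiphene as positive lysis control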
PGC1a acetyl inh – lowers PGC1a acetylation signal in U2OS cells; inhibition, % at 15.6 µM; 350,000 compounds, 0.17% hits; AlphaScreen anti-acetyl-lysine; with virally co-expressed GCN5 acetyltransferase;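 active = every replicate shows inhibition of at least 40%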;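 also: 0% = neutral control wells and 100% = positive control wells; some results beyond the cut were filed as inactive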
RAD54 inh – RAD54 (human) branch migration inhibition | RAD54 Holliday junction branch migration, FAM/BHQ fluorescence | inhibition, % at 10.4 µM | Q92698 | AID 602329 | 360,000 compounds, 0.14% hits;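 active = mean normalized replicate activity at least 40 and at least half of replicates scoring 40 or more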;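 also: 0% = median of neutral control wells and 100% = median of positive control wells; inhibitors cause a drop in the FAM fluorescence signal; in these data hits start at about 50%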
Starred values were filed as active, the others as inactive; & = joins results of further samples; [ ] = remark or other dose.

How did Cc1ccc(C)c(NS(=O)(=O)c2ccc(NC(=O)c3ccco3)cc2)c1 do in these assays?
PglD inh: 5; miR-122 sensor: 65; Cneo AK release: 0; RAD54 inh: 3

Results for CC(=O)Nc1ccc(NC(=O)c2ccccc2F)cc1 ?
PglD inh: 1; miR-122 sensor: 4; Cneo AK release: -2; RAD54 inh: -3

What do the screens show for `CCN1[C@@H]2c3ccc(C4=CCCC4)c(=O)n3C[C@@H]2[C@@H](CO)[C@@H]1C(=O)NCCc1ccccc1`?
PglD inh: -1; ERAP1 HTS inh: -2; E-selectin induc: -0.6; RAD52 anneal inh: -24; miR-122 sensor: -6[16.7 µM]; Cneo AK release: -2; PGC1a acetyl inh: -1; RAD54 inh: -11

What do the screens show for `C=CCn1c(SCc2ccccc2)nnc1-c1cccnc1`?
PglD inh: 2; Cneo AK release: -1; PGC1a acetyl inh: 0; RAD54 inh: -6

What do the screens show for `Cc1ccc(C(=O)N(CC(=O)NC2CCCC2)c2ccccc2F)s1`?
PglD inh: 0; ERAP1 HTS inh: -2; E-selectin induc: 0.1; RAD52 anneal inh: 11; miR-122 sensor: 5; Cneo AK release: -3; RAD54 inh: 6

What do the screens show for `O=C(c1ccco1)N1CCN(Cc2ccc(Br)cc2)CC1`?
PglD inh: -1; ERAP1 HTS inh: -1; E-selectin induc: -0.4; RAD52 anneal inh: -14; miR-122 sensor: 0; Cneo AK release: 1; PGC1a acetyl inh: -3; RAD54 inh: -7

How did O=C(Nc1cc2c3c(c1)CC(=O)N3CCC2)c1ccccc1Br do in these assays?
PglD inh: -2; ERAP1 HTS inh: 2; E-selectin induc: 0.1; RAD52 anneal inh: 0; miR-122 sensor: 2; Cneo AK release: -1; PGC1a acetyl inh: 4; RAD54 inh: -6

What do the screens show for `Cc1ccsc1C(=O)OC(C)C(=O)Nc1ccc(Cl)cn1` (stereo not drawn)?
PglD inh: 0; ERAP1 HTS inh: 0; E-selectin induc: -0.2; RAD52 anneal inh: -4; miR-122 sensor: -4; Cneo AK release: -1; PGC1a acetyl inh: -6; RAD54 inh: -5

What do the screens show for `CCSc1c([N+](=O)[O-])c(=O)n(-c2ccccc2)c2ccccc12`?
PglD inh: -1; ERAP1 HTS inh: -1; E-selectin induc: 0.2; RAD52 anneal inh: -10; miR-122 sensor: 0; Cneo AK release: 1; PGC1a acetyl inh: -34; RAD54 inh: -8

How did O=C(Nc1ccc2c(c1)OCO2)c1cc2nc(C3CC3)cc(C(F)(F)F)n2n1 do in these assays?
PglD inh: 2; ERAP1 HTS inh: 1; RAD52 anneal inh: -12; miR-122 sensor: 0; Cneo AK release: -2; PGC1a acetyl inh: 2; RAD54 inh: -8

Results for CC(=O)Nc1ccc(CN2CCC(N3CCC(C(=O)NC4CC4)CC3)CC2)cc1 ?
PglD inh: -2; ERAP1 HTS inh: -3; E-selectin induc: 0.0; RAD52 anneal inh: -11; miR-122 sensor: 1; Cneo AK release: 1; PGC1a acetyl inh: -5; RAD54 inh: -11

Results for Cc1ccc(-c2nnn(CC(=O)N(c3ccccc3F)C(CC(C)C)C(=O)NCC3CCCO3)n2)cc1 (stereo not drawn) ?
PglD inh: 3; miR-122 sensor: 0; Cneo AK release: -2; PGC1a acetyl inh: -5; RAD54 inh: 1

How did CN1CCN(C(=O)C2=C[C@H](c3ccc4c(c3)OCO4)C[C@H](OCCCCO)O2)CC1 do in these assays?
PglD inh: 0; ERAP1 HTS inh: -1; E-selectin induc: 0.1; RAD52 anneal inh: -15; miR-122 sensor: -9; Cneo AK release: 1; PGC1a acetyl inh: -8; RAD54 inh: -5

Results for Cc1occc1C(=O)N/N=C/c1ccc(-c2cccc([N+](=O)[O-])c2)o1 ?
PglD inh: 3; ERAP1 HTS inh: -1; RAD52 anneal inh: -14; miR-122 sensor: -5; Cneo AK release: -1; RAD54 inh: 2

What do the screens show for `Cc1cc(=O)[nH]c(Nc2ccc(C(=O)OC(C)C)cc2)n1`?
PglD inh: 0; miR-122 sensor: 0; Cneo AK release: -8; PGC1a acetyl inh: -14; RAD54 inh: 7

How did O=C(O)CCCN1C(=O)C2C3c4ccccc4C(c4ccccc43)[C@@H]2C1=O (stereo partly drawn) do in these assays?
PglD inh: 0; ERAP1 HTS inh: 1; E-selectin induc: -0.1; RAD52 anneal inh: -11; miR-122 sensor: 12; Cneo AK release: 0; PGC1a acetyl inh: 0; RAD54 inh: 6

Results for COc1ccc(NCc2nnc(SCC(=O)c3ccc(OC)cc3)n2C)cc1 ?
PglD inh: -14; miR-122 sensor: 2; Cneo AK release: 6; PGC1a acetyl inh: -6; RAD54 inh: -4

How did CN(C(=O)c1ccc(OC2CCN(S(=O)(=O)N(C)C)CC2)cc1)C1CCCCC1 do in these assays?
ERAP1 HTS inh: -3; E-selectin induc: 0.8; RAD52 anneal inh: -12; PGC1a acetyl inh: -1

How did Cc1ccc(Nc2nc(N)nc(CC#N)n2)cc1 do in these assays?
PglD inh: -1; miR-122 sensor: 22; Cneo AK release: -1; PGC1a acetyl inh: -2; RAD54 inh: -3

Results for C[C@@H](O)C#Cc1ccc2c(c1)O[C@@H](CN(C)C(=O)CC1CC1)[C@@H](C)CN([C@@H](C)CO)S2(=O)=O ?
PglD inh: 0; ERAP1 HTS inh: 0; E-selectin induc: -0.1; RAD52 anneal inh: 4; miR-122 sensor: 44[16.7 µM]; Cneo AK release: 57; PGC1a acetyl inh: -8; RAD54 inh: 1

What do the screens show for `O=C(NCc1ccco1)/C(=C/c1ccco1)NC(=O)c1ccccc1`?
ERAP1 HTS inh: -4; E-selectin induc: -0.1; RAD52 anneal inh: -42; miR-122 sensor: 0; PGC1a acetyl inh: -7

How did O=C(CCn1cnc(-c2ccccc2)c1-c1ccccc1)N/N=C/c1ccccc1O do in these assays?
PglD inh: 0; ERAP1 HTS inh: -1; RAD52 anneal inh: -10; miR-122 sensor: -7; Cneo AK release: -1; PGC1a acetyl inh: 10; RAD54 inh: 5

How did CCO[C@@H]1OC(C(=O)O)=C[C@H](c2ccccc2)[C@H]1CCCO do in these assays?
PglD inh: 1; ERAP1 HTS inh: -1; E-selectin induc: 1.1; RAD52 anneal inh: -1; miR-122 sensor: -2; Cneo AK release: 0; PGC1a acetyl inh: 1; RAD54 inh: 2

What do the screens show for `COc1ccc(CCC(=O)N2CCN(c3ccc([N+](=O)[O-])cc3)CC2)cc1OC`?
PglD inh: -5; ERAP1 HTS inh: 4; E-selectin induc: -0.1; RAD52 anneal inh: -9; miR-122 sensor: -12; Cneo AK release: -4; PGC1a acetyl inh: -2; RAD54 inh: 2

How did C[C@@H]1CN([C@@H](C)CO)C(=O)c2cc(-c3cccc(F)c3)cnc2O[C@H]1CN(C)Cc1ccccn1 do in these assays?
PglD inh: -2; ERAP1 HTS inh: 3; E-selectin induc: -0.1; RAD52 anneal inh: -11; miR-122 sensor: -5[16.7 µM]; Cneo AK release: 2; PGC1a acetyl inh: 16; RAD54 inh: 8

How did O=C1CSC(c2cccc([N+](=O)[O-])c2)N1c1ccc(O)cc1 (stereo not drawn) do in these assays?
ERAP1 HTS inh: -6; RAD52 anneal inh: -9; miR-122 sensor: 3; PGC1a acetyl inh: 2

How did COC(=O)c1nn(-c2cccc(Cl)c2)cc(OC)c1=O do in these assays?
PglD inh: 0; ERAP1 HTS inh: -1; E-selectin induc: -0.3; RAD52 anneal inh: -9; miR-122 sensor: 1; Cneo AK release: -1; PGC1a acetyl inh: 6; RAD54 inh: 7

How did Cc1cc(F)c(F)c(C(=O)N2CCOCC2)c1 do in these assays?
PglD inh: -4; miR-122 sensor: -16; Cneo AK release: 0; PGC1a acetyl inh: -4; RAD54 inh: -3

Results for O=C(CN1C(=O)C2(OCCCO2)c2ccccc21)NCc1ccccc1 ?
PglD inh: -5; miR-122 sensor: -6; Cneo AK release: 1; PGC1a acetyl inh: 3; RAD54 inh: -11

How did CC(C)c1ccc(NC(=O)CSc2nc3ccsc3c(=O)n2Cc2ccc(C(=O)O)cc2)cc1 do in these assays?
PglD inh: 0; ERAP1 HTS inh: -37; E-selectin induc: 2.1; RAD52 anneal inh: -2; miR-122 sensor: -6; Cneo AK release: 0; PGC1a acetyl inh: 59*; RAD54 inh: -6

How did CNC[C@H]1OCCCC[C@H](C)Oc2ccc(NS(C)(=O)=O)cc2C(=O)N([C@@H](C)CO)C[C@H]1C do in these assays?
PglD inh: -3; ERAP1 HTS inh: -1; E-selectin induc: -0.7; RAD52 anneal inh: -4; miR-122 sensor: -1[16.7 µM]; Cneo AK release: -2; PGC1a acetyl inh: 4; RAD54 inh: 1

Results for O=C(Nc1ccn(CCCNCC(c2ccccc2)c2ccccc2)c(=O)n1)OCc1ccccc1 ?
PglD inh: -4; ERAP1 HTS inh: 0; E-selectin induc: 0.0; RAD52 anneal inh: -21; miR-122 sensor: 2; Cneo AK release: 1; PGC1a acetyl inh: -8; RAD54 inh: 2

Results for CCN(CC(=O)NCc1ccc(Cl)cc1)C(=O)c1sccc1C ?
PglD inh: 0; ERAP1 HTS inh: 1; E-selectin induc: -0.6; RAD52 anneal inh: -26; miR-122 sensor: -1; Cneo AK release: -1; PGC1a acetyl inh: -1; RAD54 inh: 7

Results for CCN(CC)c1ccc(/C=N/NC(=O)C2CC2)cc1 ?
PglD inh: 0; ERAP1 HTS inh: -9; E-selectin induc: 0.2; RAD52 anneal inh: -5; miR-122 sensor: 6; Cneo AK release: -1; PGC1a acetyl inh: 4; RAD54 inh: 15

What do the screens show for `O=C1OC(Nc2ccc(Cl)cn2)c2ccccc21` (stereo not drawn)?
PglD inh: 7; miR-122 sensor: 1; Cneo AK release: -3; PGC1a acetyl inh: -2; RAD54 inh: 7

What do the screens show for `Cc1noc(C)c1NC(=O)N(C)C[C@H]1Oc2cc(C#CCC(C)C)ccc2S(=O)(=O)N([C@@H](C)CO)C[C@@H]1C`?
PglD inh: 5; ERAP1 HTS inh: 1; E-selectin induc: -0.1; RAD52 anneal inh: 3; miR-122 sensor: 35[16.7 µM]; Cneo AK release: -2; PGC1a acetyl inh: -1; RAD54 inh: 2

Results for C[C@H]1CN([C@@H](C)CO)C(=O)c2cc(C#Cc3cccnc3)cnc2O[C@H]1CN(C)Cc1ccc(F)cc1 ?
PglD inh: 3&1; ERAP1 HTS inh: -4&2; E-selectin induc: -0.1&-0.1; RAD52 anneal inh: -10&-11&7; miR-122 sensor: -2; Cneo AK release: -1&2; PGC1a acetyl inh: 9&-8&1; RAD54 inh: -2&-4

Results for O=C(COC(=O)C1=Cc2ccccc2OC1)NC1CCCC1 ?
PglD inh: -4; miR-122 sensor: 0; Cneo AK release: 22; RAD54 inh: 0

How did O=C(NCC(=O)N1CCOCC1)c1ccccc1 do in these assays?
ERAP1 HTS inh: 0; E-selectin induc: 0.4; RAD52 anneal inh: 2; miR-122 sensor: -7; PGC1a acetyl inh: -2

What do the screens show for `COc1cccc(S(=O)(=O)N2C[C@H](O)COC[C@H]3O[C@H](CC(=O)N4CCCCC4)CC[C@@H]32)c1`?
PglD inh: 1; ERAP1 HTS inh: -2; E-selectin induc: -0.1; RAD52 anneal inh: 6; miR-122 sensor: -4[16.7 µM]; Cneo AK release: 3; PGC1a acetyl inh: 2; RAD54 inh: -7

A draw from above in order of heavy-atom count, lowest first:
How did Cc1cc(F)c(F)c(C(=O)N2CCOCC2)c1 do in these assays?
PglD inh: -4; miR-122 sensor: -16; Cneo AK release: 0; PGC1a acetyl inh: -4; RAD54 inh: -3

Results for CCN(CC)c1ccc(/C=N/NC(=O)C2CC2)cc1 ?
PglD inh: 0; ERAP1 HTS inh: -9; E-selectin induc: 0.2; RAD52 anneal inh: -5; miR-122 sensor: 6; Cneo AK release: -1; PGC1a acetyl inh: 4; RAD54 inh: 15

Results for O=C(COC(=O)C1=Cc2ccccc2OC1)NC1CCCC1 ?
PglD inh: -4; miR-122 sensor: 0; Cneo AK release: 22; RAD54 inh: 0

From PubChem BioAssay
